High-throughput results (PubChem)
ALDH1A1 block – ALDH1A1 (human) enzyme inhibition | P00352 | Purified ALDH1A1, NADH fluorescence, propionaldehyde substrate | Potency, µM (doses to about 75.3 µM), for inactives: at the top dose activity, negative = inhibition, most hits filed as inhibitors | hit rate 7.3% among 220,000 | AID 1030; active = well fitted inhibition curve with a large enough effect, not every such curve was filed as active; inconclusive = small, poorly fitted or top-dose-only effect, or another doubt; inactive = no such curve, though single readings can be large or run the other way;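 note: plate controls were no enzyme wells and a reference inhibitor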
Target sequence (P00352 whole entry, looked up): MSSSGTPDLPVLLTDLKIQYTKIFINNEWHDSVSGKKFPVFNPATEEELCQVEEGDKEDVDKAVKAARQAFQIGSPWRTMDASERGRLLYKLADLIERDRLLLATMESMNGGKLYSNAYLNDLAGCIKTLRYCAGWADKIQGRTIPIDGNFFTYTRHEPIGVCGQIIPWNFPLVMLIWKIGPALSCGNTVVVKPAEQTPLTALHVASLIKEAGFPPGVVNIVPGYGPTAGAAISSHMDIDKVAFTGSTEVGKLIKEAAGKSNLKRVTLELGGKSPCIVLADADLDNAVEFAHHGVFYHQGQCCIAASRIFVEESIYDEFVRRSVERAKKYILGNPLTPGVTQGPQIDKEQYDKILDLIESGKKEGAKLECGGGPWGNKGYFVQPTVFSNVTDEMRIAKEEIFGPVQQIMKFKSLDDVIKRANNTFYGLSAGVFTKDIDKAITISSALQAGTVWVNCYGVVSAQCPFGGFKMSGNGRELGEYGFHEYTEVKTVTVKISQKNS
RECQ1 inh – blocks DNA unwinding by human RECQ1; hit rate 0.54% among 240,000; RECQ1 DNA unwinding, red fluorescence kinetic read; Potency, µM (doses to about 57.3 µM), without a hit: top-dose activity, negative = inhibition, usual class: inhibitors;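 note: plate controls were vehicle for no effect and no enzyme for full effect; nearly all actives have a fitted effect of over 30% in size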
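50 nM RECQ1T1 preincubated 15 min with compound in Tris pH 8.0 buffer with MgCl2, DTT, Tween-20 and 2.5 ug/ml poly(dI-dC); started with 200 nM TAMRA/BHQ-2 forked duplex and 2 mM ATP. Unwinding read as fluorescence (525/598 nm), two reads 2 h apart.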
JMJD2E inh – inhibitors of human JMJD2E histone demethylase; JMJD2E catalytic domain, FDH-coupled NADH fluorescence (FDH is formaldehyde dehydrogenase); B2RXH2; hit rate 1.6% among 230,000; AID 2147; Potency, µM (top dose mostly 57.1 µM), for inactives: at the highest dose activity change, negative = inhibition, most hits filed as inhibitors; active = well fitted inhibition curve with a large enough effect, not every such curve was filed as active; inconclusive = small, poorly fitted or top-dose-only effect, or another doubt; inactive = no such curve, though single readings can be large or run the other way;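 note: 0% = wells with enzyme and -100% = buffer wells without enzyme; nearly all actives have a fitted effect of over 50% in size; many of its hits are not listed in these tables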
SMN2 splice up – SMN2 splice variant enhancement; hit rate 2.8% among 210,000; HEK293 SMN2-luciferase splicing reporter, luminescence, 30-36 h; Potency, µM (top dose mostly 46.1 µM), for the others: top-dose activity change, positive = activation, most hits filed as activators; note: % of control where 0% means no effect; nearly all actives have a fitted effect of over 55% in size
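qHTS luciferase splicing reporter: luminescence rises when SMN2 exon 7 is included in transfected HEK293 cells. Compound exposure lasted 30-36 h at 37C, with 4.5 mM final sodium butyrate as control, followed by a ONE-Glo read.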
LMNA splice mod – LMNA splicing modulation | HeLa LMNA splicing GFP/RFP minigene ratio, 48 h | Potency, µM (titrated, usually from 46.1 µM), without a hit: top-dose ratio change, negative = inhibition, most hits filed as inhibitors | hit rate 0.01% among 200,000 | AID 1487; active = well fitted inhibition curve with a large enough effect in the signal ratio, with a control signal flat, not every such curve was filed as active; inconclusive = small, poorly fitted or top-dose-only effect, or effect the other way, or a change in a side signal; the % refers to the signal ratio; note: % is set by controls: 0 for no effect and ±100 for the full control effect
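S3 HeLa cells stably expressing lamin A-EGFP splicing minigene plus DsRed2, 600 cells/well, 48 h compound exposure at 37C. Laser-scanning cytometry; analysed as GFP (500-530 nm)/RFP (575-640 nm) total intensity ratio; 0.5% DMSO vehicle.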
TRb SRC2 PPI – inhibitors of human thyroid hormone receptor beta-SRC2 interaction; P10828; AID 1469; Potency, µM (highest dose often 106 µM), without a hit: top-dose activity change, negative = inhibition, most hits filed as inhibitors; hit rate 0.065% among 280,000; TRbeta-SRC2 peptide binding, fluorescence polarization; receptor liganded with 1 µM T3;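 note: plate controls were bound peptide for no effect and peptide without receptor for full effect; nearly all actives have a fitted effect of over 50% in size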
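Fluorescence polarization of 20 nM Texas Red SRC2 peptide with 0.6 uM human TRb ligand-binding domain, in Tris buffer with 1uM T3 and 5% DMSO. Incubated 5 hr ambient; normalized to unbound and bound controls.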
TexasRed fluor – alters Texas Red total fluorescence, flagging assay interference. AID 1479. TRb/SRC2 Texas Red total fluorescence interference. hit rate 0.29% among 280,000. Potency, µM (highest dose often 106 µM), without a hit: top-dose fluorescence change, negative = quenching; active = well fitted curve in either direction with a large enough effect; inconclusive = small, poorly fitted or top-dose-only effect; note: % is set by controls: 0 for no effect and ±100 for the full control effect
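Human TRβ ligand-binding domain (0.6 uM) and Texas Red SRC2 peptide (20 nM) in Tris buffer with 1 uM T3 and 5% DMSO were incubated with pinned compound for 5 hr at ambient temperature. Total fluorescence was computed as S + 2P (555/632 nm).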
GoLoco inh red – blocks human Gai1 binding to RGS12 GoLoco peptide, red readout. Gai1:RGS12 GoLoco peptide FP, rhodamine, 10 min. Potency, µM (titrated, usually from 61.6 µM), without a hit: at the highest dose activity, negative = inhibition, usual class: inhibitors. hit rate 0.44% among 230,000. AID 880; active = well fitted inhibition curve with a large enough effect, not every such curve was filed as active; inactive = no such curve, though single readings can be large or run the other way; note: % is set by controls: 0 for no effect and ±100 for the full control effect; nearly all actives have a fitted effect of over 30% in size; many of its hits are not listed in these tables
Target sequence (P63096 whole entry, looked up): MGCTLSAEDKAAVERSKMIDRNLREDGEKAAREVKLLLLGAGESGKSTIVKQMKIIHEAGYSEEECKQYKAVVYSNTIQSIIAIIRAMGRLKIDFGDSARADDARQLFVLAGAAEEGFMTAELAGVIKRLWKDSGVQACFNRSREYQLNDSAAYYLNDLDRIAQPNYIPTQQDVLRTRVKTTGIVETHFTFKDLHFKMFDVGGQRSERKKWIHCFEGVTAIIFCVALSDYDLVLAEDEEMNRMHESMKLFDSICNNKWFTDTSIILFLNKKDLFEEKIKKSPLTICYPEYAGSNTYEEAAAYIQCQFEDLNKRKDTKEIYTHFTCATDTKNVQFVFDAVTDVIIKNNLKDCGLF
* marks the source's active call; other numbers are inactive results; i = inactive; u = inconclusive; x = no result given; [ ] = remark or other dose. Unless noted, calls come from the whole dose curve; as a rule, active = well fitted curve in the direction sought with a large enough effect; inconclusive = small, poorly fitted or top-dose-only effect, or another doubt; inactive = no such curve, though single readings can be large; an effect the other way counts as inactive or inconclusive. Potency is the fitted concentration of half-maximal effect.

SMILES	ALDH1A1 block	RECQ1 inh	JMJD2E inh	SMN2 splice up	LMNA splice mod	TRb SRC2 PPI	TexasRed fluor	GoLoco inh red
COc1cccc(NC(=O)c2cc(CN3C(=O)c4ccccc4C3=O)ccc2OC)c1	-0.6%	-6.2%	-24.3%	-19.9%	-2.5%	5.3%	-5.1%	-7.0%
C/C(=N\NC(=S)NCc1ccccc1)c1ccc(Cl)s1	u	-14.9%	5.0%	-0.1%	x	-4.9%	0.5%	-1.2%
Clc1ccccc1-c1nc2ccccc2c2nncn12	u	-13.9%	4.0%	-11.8%	2.6%	-4.8%	1.3%	6.1%
COc1ccc(C(=O)C(OC(=O)CNC(=O)c2ccco2)c2ccccc2)cc1 (configuration not stated)	20µM*	-2.0%	10.6%	-18.2%	-2.8%	-1.5%	2.2%	-5.9%
N#Cc1c(NC(=O)CSc2nnc(-c3ccco3)n2-c2ccccc2)sc2c1CCC2	-14.7%	-15.3%	2.8%	-10.2%	-2.6%	u	-0.9%	25.9%
Cc1nnc2c(Oc3ccccc3)nc3ccccc3n12	u	-6.8%	-2.1%	3.7%	14.9%	-5.8%	-0.5%	9.4%
O=C(N/N=C/c1ccc[nH]1)c1ccc(COc2cccc3cccnc23)cc1	-15.5%	i	-11.3%	-100.8%[inhibitor]	x	-3.5%	-1.4%	29.5%
Cc1nc2ccccc2c(=O)[nH]1	5.7%	-14.5%	-1.7%	-0.9%	2.6%	-1.5%	-3.6%	2.3%
O[C@@](CCN1CCCCC1)(c1ccccc1)[C@@H]1C[C@H]2C=C[C@@H]1C2	7.4%[20.9 µM]	-5.5%[25.9 µM]	7.3%[25.5 µM]	-5.3%[20.6 µM]	u	-1.4%[53 µM]	-0.2%[53 µM]	-0.5%[21.6 µM]
O=C(CCn1c(=O)c2ccccc2n(CC(=O)NC2CCCC2)c1=O)NCc1ccco1	-10.8%	11.3%	-6.1%	15.9%	-4.3%	-1.3%	-3.5%	9.2%
COc1ccc(C2CC(=O)c3c(O)cc(O)cc3O2)cc1O (configuration not stated)	-11.3%	-10.4%	10.0%	u	-7.2%	4.1%	-1.6%	4.6%
NC(=O)c1nsc(C(=O)N(CC(=O)NCc2ccc3c(c2)OCO3)C2CCCCC2)c1N	u	0.8%	u	4.3%	u	-15.4%	-1.8%	3.7%
CCOC(=O)C(NC(C)=O)(Nc1ccc(S(=O)(=O)Nc2cc(C)nc(C)n2)cc1)C(F)(F)F (configuration not stated)	14.1µM*	-0.7%	9.0%	7.2%	6.5%	3.7%	1.8%	-5.6%
COc1ccc(NC(=O)C2OC3OC(C)(C)OC3C3OC(C)(C)OC23)cc1 (configuration not stated)	-5.7%	-3.5%	14.0%	-4.5%	u	-2.5%	1.6%	9.5%
Cc1cc(C)n2c3c(c(C#N)c2n1)CC(C)(C)OC3	u	-6.8%	u	x	-7.7%	12.2%	-0.1%	x
Cc1c(NC(=O)/C(C#N)=C/c2ccc(-c3ccc(Cl)cc3)o2)c(=O)n(-c2ccccc2)n1C	-3.2%	-5.0%	-2.4%	-35.1%[inhibitor]	u	2.6%	-4.0%	5.1%
NC(=O)CC(NC(=O)Cc1cccc2ccccc12)c1ccc(NC2CCC2)c([N+](=O)[O-])c1 (configuration not stated)	x	i	7.9%	x	x	-0.7%	-1.9%	7.5%
Nc1ncnc2c1ncn2C1CCC(CO)C(O)C1 (configuration not stated)	7.9%	-11.5%	2.6%	-11.7%	19.6%	4.7%	1.1%	-2.2%
COCCNC(=O)CSc1nnc(-c2ccccc2F)n1Cc1ccccc1	-1.6%	19.5%	4.5%	4.5%	x	-6.2%	-3.2%	3.2%
COc1cccc(-c2nnc(NC(=O)C3CCCCC3)o2)c1	18.2%	-8.3%	-6.3%	10.9%	1.7%	-5.0%	-1.4%	11.2%
Cc1sc2nc3c(SC(C)C(=O)O)cc(C(=O)c4ccccc4O)cn3c(=O)c2c1C (configuration not stated)	8.91µM*	i	3.6%	13.3%	u	3.2%	-2.4%	31.9%[activator]
COc1ccc(NS(=O)(=O)c2ccc(OC)c(OC)c2)cc1OC	8.0%	-1.8%	5.2%	-40.3%[inhibitor]	u	-5.7%	-0.1%	-3.0%
O=C(CSc1nc(-c2ccco2)cc(C(F)(F)F)n1)Nc1ccc2c(c1)OCO2	2.5%	-5.2%	-10.7%	8.2%	-8.1%	1.6%	-0.1%	9.0%
Cc1ccc(OCc2nnc(SCC(=O)N3c4ccccc4Sc4ccc(Cl)cc43)o2)cc1	-14.2%	-2.1%	-2.8%	-21.3%	-16.6%	3.7%	-1.0%	2.7%
COc1cccc(C2C(C(=O)/C=C/c3ccco3)=C(O)C(=O)N2CCN2CCOCC2)c1 (configuration not stated)	-2.1%	-2.7%	-26.0%	-28.2%	2.3%[9.22 µM]	-3.8%	0.8%	5.8%
O=C(NCc1ccc(Cl)cc1)c1cc2c(nc3sccn32)s1	u	-4.8%	u	-22.0%	u	2.4%	0.7%	10.3%
O=C(CN1CCN(c2ccccc2)CC1)Nc1nccs1	-1.2%	i	-3.6%	40.4%	6.4%	-0.4%	1.5%	14.1%
Clc1ccc(-c2nc3ncccn3c2Nc2ccc3c(c2)OCO3)cc1	-14.8%	-1.6%	-0.5%	4.1%	-13.0%	3.5%	-1.8%	-11.4%
CCOc1ccc(C(C)=O)cc1CSc1nnc(N)s1	-2.7%	-1.2%	6.5%	22.8%	22.8%[46 µM]	-4.6%	-5.2%	3.2%
Oc1ccc(CNc2ccc(F)cc2)c2cccnc12	8.91µM*	u	7.94µM*	0.3%	u	6.7%	-2.6%	1.4%
Clc1ccccc1Nc1ncnc2c1nnn2Cc1ccccc1	u	i	-13.6%	11.7%	-4.1%	0.4%	-0.8%	2.3%
COc1ccc(Cl)cc1NC(=O)C1CC(=O)N(c2ccc(F)cc2)C1 (configuration not stated)	3.1%	-6.7%	-4.0%	1.1%	11.7%	-3.7%	0.0%	1.2%
CSc1cccc(NC(=O)CCC(=O)O)c1	1.1%	-3.9%	-6.7%	12.7%	3.9%	-3.5%	-7.4%	5.3%
CCn1c(CNC(=O)c2ccc(OC)cc2)nnc1SC	-11.3%	-6.5%	0.7%	-4.0%	-5.1%	-13.5%	-0.9%	0.7%
O=S(=O)([N-]c1nc2ccccc2nc1-n1cc[n+](Cc2ccccc2)c1)c1ccccc1	x	-2.0%	u	x	x	-2.9%	2.0%	-16.0%
COCCCNC(=S)NNC(=O)Cn1nc(C)c(Br)c1C	9.7%	-1.7%	-5.1%	14.4%	-4.5%	6.0%	1.1%	2.6%
CCN(C(=O)COC(=O)c1ccc2[nH]c3c(c2c1)CCCC3)C1CCS(=O)(=O)C1 (configuration not stated)	1.9%	i	0.2%	-5.4%	x	5.2%	-5.8%	-3.4%
O=C(Nc1ccon1)C(Sc1ccccc1)c1ccccc1 (configuration not stated)	-1.7%	9.7%	-0.3%	-18.2%	4.0%	-2.1%	-2.5%	5.4%
C#CCOCCOCCOCCNc1nc(N2CCN(C(=O)C(Cc3ccc(O)cc3)n3cc(C(N)CC(C)C)nn3)CC2)nc(N2CCN(C(=O)C(Cc3ccc(O)cc3)n3cc(C(N)C(C)CC)nn3)CC2)n1 (configuration not stated)	6.7%	-10.8%	6.2%	x	x	5.3%	-3.6%	14.5%
O=C(NCC(=O)N(Cc1ccco1)C(C(=O)NC1CCCCC1)c1cccnc1)c1cccs1 (configuration not stated)	-4.2%	i	-0.8%	8.7%	-0.3%	2.4%	1.4%	5.9%
CCCOc1ccc(Cc2nc(N)nc(N)n2)cc1	2.8%	-18.6%	2.3%	-23.9%	u	2.1%	1.9%	-13.0%
CCn1c(SCC(=O)Nc2ccc(OC)c(OC)c2)nnc1-c1c[nH]c2ccccc12	5.0%	-3.7%	-1.2%	-9.4%	-14.2%	14.5%	0.8%	3.2%
CCCN(N=Nc1cccc([N+](=O)[O-])c1)c1cccc([N+](=O)[O-])c1	u	-4.6%	1.7%	-24.8%	5.4%	-4.4%	-2.8%	4.6%
COCCN(CCOC)c1nc(C)nc2c1nc(-c1ccccc1)n2CCN(C)C	u	0.8%	u	-6.3%	x	-2.3%	4.6%	8.3%
COc1ccc(OCCCON2C(=O)c3ccccc3C2=O)cc1	-6.6%	u	14.5%	-4.7%	-10.5%	2.0%	-1.1%	9.7%
Brc1ccccc1OCCCCn1cnc2ccccc21	-5.5%	-3.0%	7.5%	-46.0%[inhibitor]	5.7%[46 µM]	-3.8%	-6.7%	-3.4%
CNC(=O)COC(=O)c1cc(NC(=O)c2ccco2)c(OC)c(OC)c1	-3.6%	-10.7%	2.3%	-15.1%	8.8%	8.2%	1.4%	3.1%
O=C(O)CSc1ncnc2nc[nH]c12	-4.5%	2.0%	-0.9%	-0.1%	12.6%	-5.7%	-3.5%	1.2%
CSc1ccc(/C=N/N2CCN(C)CC2)cc1	1.0%	-15.2%	-2.4%	17.8µM*	25.8%[46 µM]	-1.9%	3.6%	1.4%
CCCN(CCC)CCCNC(=S)Nc1ccc2nc(N3CCN(C)CC3)cc(C)c2c1	-1.2%	-1.9%	u	14.4%	x	-3.2%	-1.7%	4.8%
Following part
SMILES	ALDH1A1 block	RECQ1 inh	JMJD2E inh	SMN2 splice up	LMNA splice mod	TRb SRC2 PPI	TexasRed fluor	GoLoco inh red
CN(C)c1ccc(/C=N/NC(=O)c2ccco2)cc1	u	-1.7%	-13.5%	8.91µM*	0.3%	-1.3%	3.7%	-12.9%
O=C(NN1CCOCC1)c1cc(-c2ccccc2)nc2ccccc12	2.8%	-4.0%	6.8%	-11.6%	-9.8%	-0.4%	-3.9%	4.8%
COc1cccc(CNc2ncnc3cc(OC)c(OC)cc23)c1	-5.0%	9.6%	-9.5%	-0.9%	-14.4%	-1.9%	-3.9%	0.4%
CC1(C)COC(/C=C/c2ccc([N+](=O)[O-])cc2)=N1	-12.3%	-1.4%	-0.2%	-48.2%[inhibitor]	u	-9.0%	0.9%	4.5%

A portion of the library, so the mix of outcomes need not match the whole.
